Screening data (PubChem)
GPR55 activation: GPR55 agonists via beta-arrestin recruitment, primary screen, imaging, U2OS cells, beta-arrestin-GFP redistribution (AID 1961). activation, % at 10 µM; hits with a dose series show EC50 in µM. G-protein coupled receptor 55 (Homo sapiens). 290,000 tested, 0.048% active. U2OS GPR55 beta-arrestin-GFP redistribution imaging; higher % means a stronger effect;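 active = activation above 40% with more than 50 cells counted in the well; inconclusive = wells holding fewer than 50 cells, flagged as toxic or sparse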;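 also: U2OS osteosarcoma cells stably expressing GPR55 and beta-arrestin-GFP; plate controls were DMSO negative control for no effect and LPI positive control for full effect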
Dengue-2 NS5 capping: Dengue-2 NS5 methyltransferase inhibitors, primary screen, biochemical, confirmation dose response (AID 588689) | 340,000 tested, 0.3% active | Dengue-2 NS5 methyltransferase capping enzyme assay, biochemical; higher % means a stronger effect | inhibition, % at 25 µM, or IC50 in µM where a hit was titrated; in the data active = a potency from the dose series; inconclusive = inhibition above about 29% without an active follow-up result
GPR55 antagonists: GPR55 antagonists blocking LPI-driven arrestin recruitment, primary screen, imaging, U2OS, beta-arrestin-GFP, LPI agonist (AID 2013); one-dose inhibition, % at 10 µM; IC50 in µM for titrated hits; U2OS GPR55 beta-arrestin-GFP translocation imaging, LPI antagonism; higher % means a stronger effect; G-protein coupled receptor 55 (Homo sapiens); 290,000 tested, 0.13% active;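 active = spots per cell inhibited over 60%, with over 100 cells counted and total cytoplasm intensity under 500,000; inconclusive = wells with under 100 cells, flagged as likely toxic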;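 also: U2OS cells stably carrying GPR55 and arrestin-GFP stimulated by 5 µM LPI near EC80; imaged beta-arrestin-GFP aggregate spots per cell after agonist stimulation; plate controls were LPI-stimulated DMSO wells for no effect and DMSO wells without LPI for full effect; some results filed as inactive read as strong as hits; confirmed hits need IC50 under 10 µM and bright autofluorescent wells are also inconclusive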
HIV peptide binding: inhibitors of HIV fusion peptide binding, primary screen, biochemical, uHTS, fluorescence dequenching (AID 1986); inhibition, % at 20 µM, or IC50 in µM where a hit was titrated; 290,000 tested, 0.3% active; cell-free peptide binding, fluorescence dequenching, 30 min; higher % means a stronger effect; in the data active = inhibition mostly above about 52%, no sharp cut-off; inactive = mostly below about 76%; also: some results filed as inactive read as strong as hits
GPR35 arrestin U2OS: GPR35 antagonists blocking zaprinast-driven arrestin recruitment, primary screen, imaging, U2OS, beta-arrestin-GFP, zaprinast agonist (AID 2058); G-protein coupled receptor 35 (Homo sapiens); U2OS GPR35 beta-arrestin-GFP translocation imaging, zaprinast antagonism; higher % means a stronger effect; one-dose inhibition, % at 10 µM; IC50 in µM for titrated hits; 290,000 tested, 0.052% active;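 active = inhibition of at least 50% with at least 30 cells and total cytoplasm GFP at most 10,000,000; inconclusive = under 30 cells or total GFP of 10,000,000 plus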
K1F lysis inhibition: inhibition of K1F phage lysis, E. coli UTI89, bacterial capsule biogenesis inhibitors, alamar blue (AID 488966); E. coli UTI89 K1F phage lysis, alamar blue, 2 h; higher % means a stronger effect; inhibition, % at 100 µM, or IC50 in µM where a hit was titrated; 340,000 tested, 0.02% active;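 active = phage lysis inhibition, versus mean bacterial control, above a set limit; inconclusive = no clear call, values can overlap the other calls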;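 also: capsule biogenesis inhibitors block K1F phage lysis so surviving cells raise fluorescence; higher fluorescence means more inhibition of phage lysis; actives were called in the ten point dose series up to 300 µM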
NTR1 ag: agonists of NTR1, primary screen, imaging, U2OS cells, beta-arrestin-GFP, high content (AID 493036). Neurotensin receptor type 1 (Homo sapiens), P30989. activation, % at 20 µM. 330,000 tested, 0.17% active. NTR1-U2OS beta-arrestin-GFP spot imaging, agonist mode;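 active = activation at or above 40% of the spot to cytoplasm intensity ratio, with at least 20 cells analyzed; inconclusive = wells under 20 cells, flagged as cytotoxic or low count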;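 also: 0% = DMSO without peptide and 100% = 100 nM NTR1 peptide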
Target sequence (P30989 whole entry, looked up): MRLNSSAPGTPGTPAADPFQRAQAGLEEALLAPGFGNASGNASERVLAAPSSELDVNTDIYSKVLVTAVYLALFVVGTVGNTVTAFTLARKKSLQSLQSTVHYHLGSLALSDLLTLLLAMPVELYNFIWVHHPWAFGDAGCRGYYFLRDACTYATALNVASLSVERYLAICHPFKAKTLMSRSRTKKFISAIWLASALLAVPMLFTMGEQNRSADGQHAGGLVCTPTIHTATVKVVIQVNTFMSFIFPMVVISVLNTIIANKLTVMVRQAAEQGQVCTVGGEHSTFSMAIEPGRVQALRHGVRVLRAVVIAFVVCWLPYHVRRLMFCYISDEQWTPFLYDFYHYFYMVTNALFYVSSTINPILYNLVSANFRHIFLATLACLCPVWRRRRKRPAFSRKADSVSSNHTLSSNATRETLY
AID2073: inhibitors of Mint1-CaV2.2 protein interaction, biochemical, HTRF (AID 2073); Voltage-dependent N-type calcium channel subunit alpha-1B (Homo sapiens); HTRF protein-protein interaction, Mint1-CaV2.2; higher % means a stronger effect; one-dose inhibition, % at 20 µM; IC50 in µM for titrated hits; 290,000 tested, 0.19% active; in the data active = inhibition mostly above about 51%, no sharp cut-off; inconclusive = no clear call, values can overlap the other calls; inactive = mostly below about 53%; also: some results filed as inactive read as strong as hits
SIAH1 antagonists: Siah-1 peptide-binding antagonists, primary screen, biochemical, fluorescence polarization, rhodamine-plectin, uHTS (AID 1817) | E3 ubiquitin-protein ligase SIAH1 (Homo sapiens) | Siah-1 / rhodamine-plectin peptide fluorescence polarization; higher % means a stronger effect | one-dose displacement, % at 20 µM; IC50 in µM for titrated hits | 290,000 tested, 0.02% active;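 active = displacement of at least 50% at 20 µM, with a fluorescence ratio check between 0.3 and a set limit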;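 also: plate controls were Siah plus tracer with DMSO for no effect and tracer alone without Siah for full effect; strong numbers were not always called active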
NTR1 ag cell count 20 µM: also measured in NTR1 ag; calls as there; cell count; measured here: cell count, cytotoxicity flag
Dengue-2 NS5 capping pilot replicate: recorded beside Dengue-2 NS5 capping, whose call it bears; inhibition, %; measured here: pilot screen replicate inhibition
* marks the source's active call; other numbers are inactive results; u = inconclusive; x = no result given; [ ] = remark or other dose.

SMILES | GPR55 activation | Dengue-2 NS5 capping | GPR55 antagonists | HIV peptide binding | GPR35 arrestin U2OS | K1F lysis inhibition | NTR1 ag | NTR1 ag cell count 20 µM | AID2073 | SIAH1 antagonists | others
Cc1nnc(N/N=C/c2cc([N+](=O)[O-])c(N3CCC(C)CC3)cc2N2CCC(C)CC2)n1N | -0.1% | 2% | 19% | -3.8% | 14% | 0.5% | 4.2 | 66 | -10% | -6%
CS(=O)(=O)NN1C(=O)c2ccccc2NC1c1cccc2cccnc12 (stereo unspecified) | 1.0% | -5% | 10% | 1.6% | -14% | 1.4% | 0.0 | 86 | -8% | 4%
Cc1csc(SC(C)C(=O)Nc2ccc3c(c2)OCCO3)n1 (stereo unspecified) | 0.2% | -2% | 14% | -2.6% | -10% | -0.4% | 1.1 | 45 | 0% | -2%
CCN1CCN(Cc2nc3c(c(=O)n(C)c(=O)n3C)n2CCc2ccccc2)CC1 | -0.2% | -1% | -2% | 1.2% | 0% | -0.5% | x | x | -3% | -4%
O=C(Nc1ccc(S(=O)(=O)NCc2ccccc2)cc1)Nc1ccc2c(c1)OCO2 | -0.1% | -6% | -2% | 21% | -6% | 1.5% | 3.5 | 71 | -2% | -2%
CC(=O)Nc1ccc(S(=O)(=O)N2CCN(C)CC2)cc1 | 0.9% | -2% | 6% | 20% | -1% | 0.1% | -0.2 | 76 | 6% | 2% | Dengue-2 NS5 capping pilot replicate=2.7
Cc1cc(NC(=O)CN2CCC(n3nnc4cc(C(F)(F)F)ccc43)CC2)no1 | 0.2% | -2% | -8% | -0.1% | 13% | 3.6% | -0.7 | 49 | -3% | 0%
Cc1ccc(Nc2ccc(C(=O)O)cc2[N+](=O)[O-])cc1 | -0.1% | 17% | 6% | -2.8% | -2% | -0.1% | -0.4 | 52 | 7% | -1%
CCN(CC(=O)NCc1cccs1)c1ccc(S(=O)(=O)N2CCN(C)CC2)cn1 | -0.1% | -1% | 8% | -1.0% | 6% | 0.1% | -0.1 | 63 | -6% | 1%
O=C(Nc1ccc(Br)cc1C(=O)O)c1ccc2c(c1)C(=O)N(Cc1ccccc1)C2=O | 0.9% | 13% | 5% | 14µM* | -26% | 0.6%[50 µM] | 2.5 | 54 | 13% | -6%
Cc1cc(Cl)ccc1OCCCC(=O)N1CCN(C)CC1 | -0.1% | 5% | -2% | 2.3% | -14% | 3.4% | -3.2 | 87 | 18% | -4%
CN(C)S(=O)(=O)c1cc(NC(=O)[C@H](Cc2ccccc2)N2C(=O)c3ccccc3C2=O)ccc1Cl | -0.3% | -4% | 14% | 3.1% | -6% | 3.7%[50 µM] | 0.9 | 62 | 4% | -1%
COc1ccc(CNC(=O)C2CCN(S(C)(=O)=O)CC2)cc1 | -0.5% | -4% | 7% | 1.9% | -15% | 2.8% | 0.7 | 53 | -4% | -4%
Cc1ccc(NC(=O)C(=O)NNC(=O)c2ccccc2C)cc1Cl | -0.1% | -8% | -5% | 6.7% | -12% | 5.9% | -0.3 | 76 | 3% | 0%
Cc1cc(-n2c(C)cc(C(=O)CN3C(=O)NC4(CCCC4)C3=O)c2C)no1 | 0.2% | -3% | -3% | 0.5% | 2% | 1.0% | -0.6 | 38 | 8% | 5%

Ordered by heavy-atom count (low to high): part of the list above
SMILES | GPR55 activation | Dengue-2 NS5 capping | GPR55 antagonists | HIV peptide binding | GPR35 arrestin U2OS | K1F lysis inhibition | NTR1 ag | NTR1 ag cell count 20 µM | AID2073 | SIAH1 antagonists | others
Cc1csc(SC(C)C(=O)Nc2ccc3c(c2)OCCO3)n1 (stereo unspecified) | 0.2% | -2% | 14% | -2.6% | -10% | -0.4% | 1.1 | 45 | 0% | -2%
Cc1cc(-n2c(C)cc(C(=O)CN3C(=O)NC4(CCCC4)C3=O)c2C)no1 | 0.2% | -3% | -3% | 0.5% | 2% | 1.0% | -0.6 | 38 | 8% | 5%
CCN(CC(=O)NCc1cccs1)c1ccc(S(=O)(=O)N2CCN(C)CC2)cn1 | -0.1% | -1% | 8% | -1.0% | 6% | 0.1% | -0.1 | 63 | -6% | 1%
O=C(Nc1ccc(Br)cc1C(=O)O)c1ccc2c(c1)C(=O)N(Cc1ccccc1)C2=O | 0.9% | 13% | 5% | 14µM* | -26% | 0.6%[50 µM] | 2.5 | 54 | 13% | -6%

Next compounds.
SMILES | GPR55 activation | Dengue-2 NS5 capping | GPR55 antagonists | HIV peptide binding | GPR35 arrestin U2OS | K1F lysis inhibition | NTR1 ag | NTR1 ag cell count 20 µM | AID2073 | SIAH1 antagonists | others
NS(=O)(=O)c1ccc(CCNC(=O)c2cncc(Br)c2)cc1 | -0.1% | -7% | 9% | -1.1% | 12% | 6.1% | -0.8 | 66 | -4% | 2%
CNc1c(NS(=O)(=O)c2ccc(Cl)cc2)c(=O)oc2ccccc12 | -0.1% | -4% | -9% | 1.5% | 2% | -0.2% | -0.5 | 44 | 2% | 1%
CCOC(=O)C1(C)/C(=N/Nc2ccccc2)C(=O)C(=O)N1c1ccccc1 (stereo unspecified) | -0.1% | 11% | 3% | 5.4% | -7% | -0.4% | -1.8 | 86 | -26% | 2%
Cc1ccc(Cl)cc1NC(=O)CN1CCN(C(=O)C2CCCO2)CC1 (stereo unspecified) | 0.0% | 2% | 16% | -0.4% | -7% | 0.0% | -0.5 | 67 | 10% | 1%
CC(=O)C1=C(C)NC(SCC(N)=O)=C(C#N)C1CC(C)C (stereo unspecified) | -0.5% | -10% | 6% | -1.1% | -3% | -3.0% | -0.4 | 50 | 2% | 7%
OCC1(CCOc2ccccc2)CCN(Cc2ccc3c(c2)OCCO3)CC1 | 0.6% | 3% | -4% | 0.8% | -1% | -0.2% | -0.4 | 42 | 3% | 0%
COc1ccc(-c2cc3ccccc3oc2=O)cc1NC(=O)c1ccc([N+](=O)[O-])o1 | 11% | -8% | -6% | -4.8% | 6% | 3.8% | 14 | 67 | 0% | 6%
CCCN1CNC(=S)N(c2ccc(C)cc2C)C1 | 0.5% | 10% | 8% | -1.5% | -1% | 0.8% | -0.4 | 51 | -4% | -3%
COc1ccc2ccccc2c1/C=N/N1C(=O)CSC1=S | -0.2% | -3% | 8% | 8.0% | 3% | 1.0% | 0.4 | 57 | 21% | -5%
COCc1nn2c(N)c(-c3ccccc3)cnc2c1-c1ccccc1 | -0.3% | -7% | 3% | -1.8% | 8% | 0.1% | 2.1 | 65 | 23% | -2%
CCCCOc1c(C(=O)Nc2ccccc2)nnn1-c1ccccc1 | 0.1% | -19% | -2% | 1.0% | -7% | 0.1% | 4.7 | 33 | 6% | 0%
Cc1ccc(C)c(-n2cc(CNCCCn3cccn3)c(-c3ccccc3)n2)c1 | 0.2% | -7% | 9% | 1.2% | -4% | 0.5% | 2.8 | 56 | 10% | 0%
COc1cc(S(=O)(=O)Nc2cccc(C)c2)ccc1NC(=O)c1cccnc1 | 0.2% | 0% | 5% | -1.4% | 6% | 0.2% | 0.4 | 72 | -1% | 3%
Cc1cc(NC(=O)CSc2nnc(-c3ccncc3)n2-c2ccccc2)no1 | -0.2% | -15% | 3% | 2.8% | 4% | 0.3% | -0.5 | 47 | 25% | 12%
FC(F)(F)c1cccc(NC(=S)N2CCN(c3ccccn3)CC2)c1 | -0.1% | 5% | 0% | 2.9% | -9% | 0.1% | -0.7 | 82 | -9% | 3%
CCOC(=O)C1CCCN(C(=S)Nc2ccc(Nc3ccccc3)cc2)C1 (stereo unspecified) | 0.1% | x | -7% | -1.9% | -9% | 1.7% | 1.0 | 35 | -2% | 7%
Cc1cc(=O)c2ccc(C(F)(F)F)cc2[nH]1 | 0.3% | 3% | 11% | -0.3% | 2% | 0.6% | -0.6 | 55 | -7% | 6%
COC(=O)c1nn(-c2ccc3c(c2)CCN3C(C)=O)cc1O | -0.1% | 3% | 2% | -1.1% | -1% | 9.8% | 0.4 | 84 | u | -1%
Cc1c(NC(=O)c2cccc(NS(C)(=O)=O)c2)c(=O)n(-c2ccccc2)n1C | -0.2% | -9% | 8% | -0.1% | 2% | 0.0% | 1.7 | 60 | 2% | 1%
CCCCc1nc2cc(C(=O)N3CCCC(OCCC)C3)ccc2o1 (stereo unspecified) | 0.6% | -9% | 11% | 0.7% | 18% | 0.5% | 0.9 | 63 | -10% | 4%
O=C(OCn1nnc2ccccc2c1=O)c1cn(-c2ccccc2)nc1-c1cccnc1 | -0.3% | 1% | -9% | 7.8% | -10% | -0.2%[50 µM] | 4.0 | 41 | -3% | 0%
COc1cc([N+](=O)[O-])cc(/C=N/NC(=O)c2ccc(C)nc2)c1O | 0.7% | 1% | 11% | 12% | 4% | -1.3% | -0.4 | 57 | 10% | -7%
CC(C)c1ccc(OCC(=O)N(c2ccccn2)C2CCCCC2)cc1 | 1.1% | -4% | 1% | -0.3% | -5% | 0.5% | 4.1 | 55 | 0% | 1%
CC(C)(C)c1nnc(NS(=O)(=O)c2ccc([N+](=O)[O-])cc2)s1 | -0.2% | -5% | -4% | 2.6% | -4% | 0.2% | -0.4 | 53 | 2% | 10% | Dengue-2 NS5 capping pilot replicate=1.5
Cc1nc(CN(C)C(=O)c2cc(COc3ccc4ncccc4c3)on2)cs1 | 0.2% | -4% | 1% | -1.0% | 17% | 0.5% | -0.7 | 67 | 3% | 5%
O=C(CSc1nnnn1-c1cccnc1)Nc1cccc(Cl)c1 | -0.4% | 0% | -12% | -0.8% | -4% | -1.0% | -0.5 | 42 | -4% | -9%
CCN1C(=O)/C(=C\N(C)C)c2ccccc21 | -0.4% | -2% | -2% | -1.0% | -13% | 1.6% | 0.6 | 78 | 7% | 0%
COCCCNC(=O)CN(c1ccc(OC)cc1)S(=O)(=O)c1ccc(NC(C)=O)cc1 | -0.1% | 3% | -2% | 2.4% | -8% | 0.1% | -2.8 | 99 | 6% | -5%
Cc1ccc(/C=N/N2CCOCC2)s1 | -0.7% | -5% | -19% | 0.0% | 8% | -0.3% | -0.2 | 33 | -5% | 0%
COCCNC(=O)CNS(=O)(=O)c1ccc2nc(C)sc2c1 | 0.0% | -4% | 22% | 0.0% | 6% | 3.7% | 0.3 | 36 | -3% | 4%
